TRHR PAM: TRH receptor (human) allosteric enhancement | 360,000 tested, 0.66% active | TRHR cells, fluo-8 calcium fluorescence, EC20 TRH enhancement | enhancement, % at 2 µM | P34981; in the data active = enhancement above about 30%; also: 0% is about no effect
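TRHR-expressing cells loaded with fluo-8 calcium dye were read kinetically (ex 480/em 530) during compound addition, then stimulated with an EC20 of TRH (10 nM final). Enhancement of the Gq-mediated intracellular calcium response was scored.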
PI4K2A inh: PI4K2A (human) kinase inhibition; Q9BTU6; purified PI4K2A, ADP-Glo luminescence, 1 h; active compounds read low; activity change, negative = inhibition, % at 76.9 µM; 420,000 tested, 0.13% active; AID 1346378; in the data active = activity change below about -50%; inconclusive = mostly about -30% to -49%;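 also: -100% = wells without enzyme as full effect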
Target sequence (Q9BTU6 whole entry, looked up): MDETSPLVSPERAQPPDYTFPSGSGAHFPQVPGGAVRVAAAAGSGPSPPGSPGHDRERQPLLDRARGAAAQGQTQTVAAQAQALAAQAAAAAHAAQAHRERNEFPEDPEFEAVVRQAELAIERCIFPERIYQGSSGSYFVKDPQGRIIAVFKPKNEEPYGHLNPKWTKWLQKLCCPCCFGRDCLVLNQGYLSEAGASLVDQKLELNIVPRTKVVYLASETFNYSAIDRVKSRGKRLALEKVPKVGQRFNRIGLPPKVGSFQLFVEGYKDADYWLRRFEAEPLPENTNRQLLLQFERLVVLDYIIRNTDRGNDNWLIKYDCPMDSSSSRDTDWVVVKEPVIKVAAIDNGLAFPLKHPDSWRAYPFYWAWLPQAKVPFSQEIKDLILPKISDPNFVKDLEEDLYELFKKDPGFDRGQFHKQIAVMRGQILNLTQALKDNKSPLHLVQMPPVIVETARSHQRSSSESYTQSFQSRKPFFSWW
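PI4K2A activity was measured by ADP-Glo luminescence: enzyme (4 ug/mL stock) and phosphatidylinositol (1.2 mM stock) in Tris pH 7.5/MgCl2/EGTA/Triton X-100 buffer were reacted with ATP (300 microM stock) for one hour at ambient temperature.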
TRHR agonist: TRH receptor (human) agonism | P34981 | TRHR cells, calcium flux fluo-8, FDSS agonist mode | activation, % at 2 µM | 360,000 tested, 0.18% active; in the data active = activation above about 30%; also: 0% is about no effect
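Fluo-8-loaded TRHR cells; 10 s baseline, compound added, kinetic Ca2+ fluorescence read 1/s, agonist mode.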
mIDH1 inhibitor: human IDH1 R132H inhibition; O75874; IDH1-R132H enzyme, NADPH consumption, diaphorase/resazurin fluorescence; Potency, µM (top dose mostly 76.6 µM), for inactives: at the highest dose activity change, negative = inhibition, actives largely listed as inhibitors; 390,000 tested, 0.093% active; AID 602179; also: potency is read from the fitted curve at half-maximal effect; % is scaled to controls: 0 for no effect and ±100 for the full control effect; nearly all actives have a fitted effect of over 65% in size
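IDH1-R132H (0.5 ug/mL dispensed) in pH 7.5 Tris buffer was preincubated 30 min with compound, then given a substrate mix of 0.016 mM NADPH and 2 mM alpha-KG for 80 min at room temperature; remaining NADPH was read by diaphorase/resazurin fluorescence.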
rTrxR1 inhibitor: inhibitors of rat thioredoxin reductase 1 | O89049 | 390,000 tested, 1% active | Potency, µM (highest dose often 114 µM), without a hit: at the top dose activity change, negative = inhibition, usual class: inhibitors | recombinant rTrxR1, NADPH fluorescence consumption, selenite substrate; also: potency is read from the fitted curve at half-maximal effect; % is scaled to controls: 0 for no effect and ±100 for the full control effect; nearly all actives have a fitted effect of over 65% in size
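Rat TrxR1 (90 nM in the dispensed reagent) was pre-reduced with 400 uM NADPH for 5 min at room temperature, then incubated with compound for 15 min. After 400 uM selenite was added, NADPH fluorescence (Ex 340/Em 450 nm) was followed for 8 min.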
D2 antagonist: antagonists of human D2 dopamine receptor | P14416 | HEK293 TREx D2 cells, calcium flux, dopamine EC80 | inhibition, % at 10 µM | 340,000 tested, 2% active; in the data active = inhibition above about 30%; also: 0% is about no effect
Target sequence (P14416 whole entry, looked up): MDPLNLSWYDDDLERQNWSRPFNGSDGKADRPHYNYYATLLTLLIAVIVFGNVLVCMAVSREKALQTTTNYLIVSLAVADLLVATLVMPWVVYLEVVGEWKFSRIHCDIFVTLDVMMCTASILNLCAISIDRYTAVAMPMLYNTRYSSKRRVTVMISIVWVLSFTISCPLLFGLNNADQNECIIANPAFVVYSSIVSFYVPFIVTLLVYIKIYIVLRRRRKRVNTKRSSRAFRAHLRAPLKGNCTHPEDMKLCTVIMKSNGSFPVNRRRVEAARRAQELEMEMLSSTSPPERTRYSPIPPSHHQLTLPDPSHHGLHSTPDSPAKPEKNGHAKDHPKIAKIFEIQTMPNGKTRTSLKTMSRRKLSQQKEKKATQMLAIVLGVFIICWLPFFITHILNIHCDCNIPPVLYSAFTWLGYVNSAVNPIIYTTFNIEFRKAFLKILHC
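Calcium mobilization kinetics were recorded at 1 s intervals in tetracycline-induced HEK293 T-REx D2 cells, first for 180 s after compound addition and then 180 s after EC80 dopamine.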
TrxR1 substrate: is turned over as a substrate by rat TrxR1; O89049; purified TrxR1 substrate turnover, NADPH consumption readout; Potency, µM (top dose mostly 114 µM), for inactives: at the highest dose activity change, negative = substrate turnover; 390,000 tested, 0.01% active; also: potency is read from the fitted curve at half-maximal effect; % is scaled to controls: 0 for no effect and ±100 for the full control effect; nearly all actives have a fitted effect of over 50% in size
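Rat TrxR1, dispensed at 90 nM, was prereduced with 400 uM NADPH (final) for 5 min at ~22 deg C, then incubated with compound 15 min before 400 uM selenite. A first-read NADPH fluorescence drop versus no-compound background flagged substrates.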
D2 ag: D2 dopamine receptor (human) agonism; P14416; HEK293 T-REx D2 cells, calcium flux agonist mode; activation, % at 2 µM; 340,000 tested, 0.53% active;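 active = activation over 3 SD above normal in the single-dose calcium agonist read, cut at about 30% in these data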; also: 0% is about no effect
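Tetracycline-induced HEK293 Trex cells with D2 receptor force-coupled to calcium signaling, plated overnight at 30 C and loaded with no-wash calcium dye. Calcium flux read kinetically for 180 s after compound addition; responses flag agonists.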
USP1 inh: inhibitors of human USP1/UAF1 deubiquitinase; 390,000 tested, 0.23% active; AID 743255; recombinant USP1/UAF1, Ub-Rhodamine cleavage fluorescence; Potency, µM (top dose mostly 57.1 µM), for the others: at the top dose activity change, negative = inhibition, hits mostly inhibitors; O94782; also: potency is read from the fitted curve at half-maximal effect; % is scaled to controls: 0 for no effect and ±100 for the full control effect; nearly all actives have a fitted effect of over 60% in size; inactives centre near -12
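Step one: compound is pinned into 1nM USP1/UAF1 in HEPES pH 7.8 buffer with TCEP. Step two: 15 min room-temperature incubation. Step three: Ub-Rho (150nM final) starts cleavage, tracked by fluorescence over six one-minute reads.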
* hit, by the source's call; ? = inconclusive; nt = not tested or not shown; [ ] = remark or other dose. Unless noted, calls follow the shape of the dose curve; as a rule, active = well fitted inhibition curve with a large enough effect; inconclusive = small, poorly fitted or top-dose-only effect; inactive = no such curve, though single readings can be large or run the other way.

SMILES	TRHR PAM	PI4K2A inh	TRHR agonist	mIDH1 inhibitor	rTrxR1 inhibitor	D2 antagonist	TrxR1 substrate	D2 ag	USP1 inh
CCCCn1c(N)c(N(CCC(C)C)C(=O)COC(=O)c2ccc(CC)cc2)c(=O)[nH]c1=O	0.3	-2.1	-0.1	-9.9%	20.5%	-24.0	1.5%	0.7	2.8%
COc1ccc(/C=C/C(=O)c2ccc3c(c2)OCO3)c(OC)c1	-4.2	-10.2	0.4	11.5%	14.3%	0.3	1.7%	0.0	-23.7%
CN(CCOc1ccccc1)C(=O)CNC(=O)c1ccc(C(C)(C)C)cc1	1.3	-2.0	0.8	-5.4%	17.6%	1.1	-4.5%	-0.2	-24.6%
CCN1CCN(CC(=O)Nc2sc3c(c2C#N)CCC3)CC1	7.3	7.3	-0.6	7.8%	6.8%	5.0	0.8%	0.3	-7.1%
COc1ccc(NC(=O)CSc2nnc(-c3ccncc3)n2-c2ccccc2)cc1	10.7	1.6	0.4	0.1%	3.4%[57.1 µM]	nt	-7.1%[57.1 µM]	0.2	-23.1%
O=C(CCCCCNC(=O)N1CCn2c1nc1ccccc12)NCCc1ccccc1	-3.0	0.2	-0.5	-11.6%	28.3%[57.1 µM]	-5.6	7.3%[57.1 µM]	1.3	-3.9%
O=C(c1cccc(S(=O)(=O)N2CCOCC2)c1)N1CCOCC1	2.8	3.7	0.0	6.5%	4.4%	-9.0	9.2%	0.4	-4.4%
FC(F)(F)c1cccc(NC(=S)NCc2ccccc2)c1	-12.5	1.0	1.5	4.4%	-5.0%	8.1	-10.8%	3.3	-17.6%
O=C(COc1ccc(F)cc1)Nc1ccc(S(=O)(=O)Nc2ncccn2)cc1	2.1	8.4	0.4	-10.1%	15.6%	-2.5	0.4%	0.4	-10.8%
COc1ccc(OCC(=O)N/N=C(\C)CC(=O)Nc2ccc(NC(C)=O)cc2)cc1	0.1	-1.1	0.0	0.9%	14.2%	-9.8	4.5%	-0.1	-18.9%
O=C(NCC1CCCO1)C1CCN(C2CCN(Cc3cccs3)CC2)CC1 (stereo not given)	8.0	-8.2	0.8	0.0%	4.0%	-4.2	3.6%	1.8	-23.7%
Cc1noc(C)c1NC(=O)N(C)C[C@H]1Oc2ccc(NC(=O)NC(C)C)cc2C(=O)N([C@H](C)CO)C[C@H]1C	nt	1.1	nt	-4.8%	-1.2%[57.1 µM]	nt	17.5%[57.1 µM]	nt	-4.5%
COc1cc(N=C2C(=O)N3c4c(cccc42)C(C)=CC3(C)C)cc(OC)c1	8.8	11.5	0.0	10.1%	4.7%	8.8	-5.0%	-0.2	-16.3%
O=C(c1ccc(=O)[nH]c1)N(Cc1cccs1)C1(C(=O)NC2CCCC2)CCCCC1	-4.9	0.9	0.9	3.7%	-25.3%	-17.5	-1.8%	2.1	-12.8%
C/C(=C\C(=O)c1sccc1Cl)N(C)C	-0.4	-2.4	-1.0	-16.5%	-25.4%	nt	-15.3%	nt	-5.1%
CCOc1cc(CN2CCN(CCOCCO)CC2)ccc1OC	-9.9	-3.3	0.4	-1.3%	-18.9%	-5.3	-3.1%	-0.1	-5.2%
CC(C)n1c(=S)[nH]c2scc(-c3cccs3)c2c1=O	-6.0	-22.9	-0.2	-12.7%	?	nt	-8.1%	nt	-15.7%
COc1ccc([C@@H]2CC=C(C(=O)O)[C@H](c3ccc(Br)cc3)N2S(=O)(=O)c2ccc(C)cc2)cc1OC	nt	0.7	nt	-5.0%	12.0%	nt	1.6%	nt	-9.4%
C/C(=N\N(c1ccccc1)c1ccccc1)c1ccc(N)cc1	nt	0.9	nt	-13.6%	0.2%	nt	-15.9%	nt	-25.9%
NC(=O)c1ccsc1NC(=O)Cc1ccc([N+](=O)[O-])cc1	0.0	13.6	0.4	1.5%	27.3%[57.1 µM]	-1.3	4.9%[57.1 µM]	0.3	-15.7%
C[C@@H](C(O)c1ccccc1)N(C)C(=O)CCc1ccccc1 (stereo not given in full)	-2.7	2.9	0.1	-5.0%	26.3%	0.9	8.3%	-0.9	-18.6%
CC(=O)c1cccc(NC(=O)COC(=O)COc2ccc(Cl)cc2)c1	-1.2	0.6	-1.3	6.4%	25.0%	5.1	-3.7%	0.4	-13.9%
Cc1cc(F)ccc1S(=O)(=O)Nc1ccc(C(=O)N2CCCCC2)cc1	nt	-0.6	nt	-2.5%	9.1%[2.29 µM]	nt	3.9%[2.29 µM]	nt	-11.1%
C=CCn1c(SCC(=O)NNC(=O)Nc2ccc(C)cc2)nnc1-c1ccccc1	-3.0	-7.3	-0.5	-4.0%	18.0%	-1.4	-3.0%	-0.1	-13.9%
Cc1ccc2oc(-c3ccco3)cc(=O)c2c1	2.6	-4.3	-0.2	5.5%	?	3.2	74.5%[activator][57.1 µM]	-0.2	-13.0%

Carrying on:
SMILES	TRHR PAM	PI4K2A inh	TRHR agonist	mIDH1 inhibitor	rTrxR1 inhibitor	D2 antagonist	TrxR1 substrate	D2 ag	USP1 inh
Nc1ccc(C(CC(=O)O)n2cccc2)cc1 (stereo not given)	0.9	-7.4	0.0	12.4%	35.4%[57.1 µM]	-2.3	-10.9%[57.1 µM]	0.1	-15.6%
OC1(c2cccc(C(F)(F)F)c2)CCN(c2ccc(-c3ccccc3)nn2)CC1	-2.4	-5.6	0.2	-3.2%	-13.2%[57.1 µM]	-14.2	-0.2%[57.1 µM]	-0.3	3.1%
O=C1c2ccccc2-c2nc3ncnn3c(-c3ccccc3Cl)c21	-6.1	-3.2	-0.6	22.2%	20.6%	-0.7	1.7%	-0.7	-16.3%
COc1ccc(/C=N\NC(=O)c2ccccc2[N+](=O)[O-])cc1COc1c(F)c(F)c(F)c(F)c1F	3.6	2.7	-0.5	-4.0%	21.6%	-5.6	-2.2%	-0.7	-17.2%
Cn1c(O)c(N=NC(=O)C2COc3ccccc3O2)c2ccccc21 (stereo not given)	6.6	-1.3	-0.3	-15.9%	29.3%[57.1 µM]	16.8	6.3%[57.1 µM]	-1.1	-14.7%
COCCNC(=O)CCCn1c(SCC(=O)NCc2ccc(C)cc2)nc2c(sc3ccccc32)c1=O	-3.1	-4.4	-0.1	10.9%	21.0%	nt	6.7%	nt	6.1%
O=[N+]([O-])/C=C1/CCCCCN1	-0.6	-0.2	1.2	5.7%	19.0%[57.1 µM]	10.2	-8.0%[57.1 µM]	1.1	-7.4%
CCCCN(C(=O)c1cc2c(s1)CCC2)c1c(N)n(CCC)c(=O)[nH]c1=O	-2.1	-10.6	0.0	0.3%	-15.9%	nt	-4.9%	nt	-16.9%
O=C(Cc1cccs1)Nc1ccc(NC(=O)c2ccco2)cc1	1.5	-1.2	0.0	-2.0%	-0.5%	30.7*	-2.0%	-0.3	3.3%
O=C1COCC(=O)N1CCc1c[nH]c2ccccc12	-2.0	5.3	1.4	0.3%	14.8%[11.4 µM]	-17.8	7.1%[57.1 µM]	0.2	?
C=CCNC(=S)Nc1cccc([N+](=O)[O-])c1	3.3	3.7	-2.2	-7.9%	25.0%[2.29 µM]	8.0	6.9%[2.29 µM]	-1.4	-13.1%
CCc1ccccc1NC(=O)C/C(C)=N/NC(=O)COc1ccccc1C	-1.2	-10.4	0.4	3.1%	-23.7%	-4.8	-9.1%	-0.1	-11.0%
CC(C)CN(C(=O)C1CSC2(C)CCC(=O)N12)c1c(N)n(Cc2ccccc2)c(=O)[nH]c1=O (stereo not given)	-3.7	0.7	0.3	4.7%	18.6%	-3.8	1.7%	0.1	-18.5%

Gathered by group, the entries above containing an NH in an aromatic ring.
SMILES	TRHR PAM	PI4K2A inh	TRHR agonist	mIDH1 inhibitor	rTrxR1 inhibitor	D2 antagonist	TrxR1 substrate	D2 ag	USP1 inh
CCCCn1c(N)c(N(CCC(C)C)C(=O)COC(=O)c2ccc(CC)cc2)c(=O)[nH]c1=O	0.3	-2.1	-0.1	-9.9%	20.5%	-24.0	1.5%	0.7	2.8%
O=C(c1ccc(=O)[nH]c1)N(Cc1cccs1)C1(C(=O)NC2CCCC2)CCCCC1	-4.9	0.9	0.9	3.7%	-25.3%	-17.5	-1.8%	2.1	-12.8%
CC(C)n1c(=S)[nH]c2scc(-c3cccs3)c2c1=O	-6.0	-22.9	-0.2	-12.7%	?	nt	-8.1%	nt	-15.7%
CCCCN(C(=O)c1cc2c(s1)CCC2)c1c(N)n(CCC)c(=O)[nH]c1=O	-2.1	-10.6	0.0	0.3%	-15.9%	nt	-4.9%	nt	-16.9%
O=C1COCC(=O)N1CCc1c[nH]c2ccccc12	-2.0	5.3	1.4	0.3%	14.8%[11.4 µM]	-17.8	7.1%[57.1 µM]	0.2	?
CC(C)CN(C(=O)C1CSC2(C)CCC(=O)N12)c1c(N)n(Cc2ccccc2)c(=O)[nH]c1=O (stereo not given)	-3.7	0.7	0.3	4.7%	18.6%	-3.8	1.7%	0.1	-18.5%
